HT1080 IDH1KD tx: qHTS for induction of synthetic lethality in tumor cells producing 2HG: qHTS for the HT-1080-IDH1KD cell line; HT-1080 IDH1 knockdown viability, ATP luminescence, 48 h; Potency, µM (titrated, usually from 46.1 µM), without a hit: top-dose activity, negative = toxicity, most hits filed as cytotoxic; 2% of 360,000 active;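 further: potency means the concentration at half of the fitted maximal effect; 0% = DMSO wells and -100% = cell-free medium wells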
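In this qHTS, HT-1080 cells depleted of IDH1 are exposed for 48 h at 37 °C to compound titrations. Toxicity is scored from CellTiter-Glo luminescence, with DMSO as full viability and medium alone as none.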
IL-1B inflam inh: qHTS for Inhibitors of Inflammasome Signaling: IL-1-beta AlphaLISA Primary Screen. THP-1 LPS/ATP IL-1B secretion, AlphaLISA, 16 h; active compounds read low. activity change, % at 57.5 µM. 4.7% of 360,000 active. AID 743279, 2014; in the data active means activity change below about -50%; inconclusive means mostly about -30% to -49%; further: on the % scale 0 is the no-effect control and ±100 the full control effect
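Secreted IL-1B measured by AlphaLISA bead assay after 16 h compound exposure of THP-1 cells; compounds (final up to 57.5 uM) added 1 h before LPS (250 ng/mL) and ATP (1.25 mM) stimulation; lower signal means less secretion.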
KB-V1 cytotox: qHTS assay for MDR1-selective chemotherapeutics: Primary screen using the drug-selected MDR subline cells KB-V1. KB-V1 MDR cells viability, CellTiter-Glo, 72 h. Potency, µM (titrated, usually from 46.1 µM), without a hit: at the top dose activity change, negative = cytotoxicity, hits mostly cytotoxic. 3.4% of 400,000 active. AID 1347076, 2019; further: potency means the concentration at half of the fitted maximal effect; on the % scale 0 is the no-effect control and ±100 the full control effect; nearly all actives have a fitted effect of over 60% in size
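Drug-selected KB-V1 cells, grown in DMEM lacking phenol red with 10% FBS, receive compound titrations; after three days at 37 degrees C, surviving cell ATP is quantified by CellTiter-Glo luminescence and responses normalized and curve-fitted.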
D3 ag: qHTS of D3 Dopamine Receptor Agonist: qHTS; D(3) dopamine receptor (Homo sapiens), P35462; D3R DiscoveRx beta-arrestin cells, luminescence, 90 min; max activation, %; 0.58% of 410,000 active; in the data active means max activation above about 30%; further: 0% is about no effect; mostly tested at two doses, the higher about 12 µM
Target sequence (P35462 whole entry, looked up): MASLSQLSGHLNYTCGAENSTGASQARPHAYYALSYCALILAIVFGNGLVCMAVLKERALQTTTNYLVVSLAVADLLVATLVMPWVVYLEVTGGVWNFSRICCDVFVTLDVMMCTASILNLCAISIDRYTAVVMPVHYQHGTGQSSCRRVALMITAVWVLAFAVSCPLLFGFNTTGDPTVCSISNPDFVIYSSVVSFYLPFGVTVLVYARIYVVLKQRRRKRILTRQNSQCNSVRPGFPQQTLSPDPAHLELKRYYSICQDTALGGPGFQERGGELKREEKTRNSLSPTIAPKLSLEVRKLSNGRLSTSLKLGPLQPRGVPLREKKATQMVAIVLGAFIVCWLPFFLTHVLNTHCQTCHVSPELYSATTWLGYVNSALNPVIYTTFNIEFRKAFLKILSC
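Agonist mode: compounds and dopamine controls were applied to plated cells for 90 min at 37 degrees C after an overnight attachment at 1500 cells/well. Luminescent read-out followed 30 - 60 minutes at room temperature with DiscoveRx detection reagent.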
SW480 rerep: A quantitative high throughput screen for small molecules that induce DNA re-replication in SW480 colon adenocarcinoma cells | 1.8% of 340,000 active | SW480 DNA re-replication, Hoechst DNA content imaging, 48 h | Potency, µM (titrated, usually from 46.1 µM), inactives show at the top dose re-replication activation, usual class: activators; further: potency means the concentration at half of the fitted maximal effect; % of control where 0% means no effect; nearly all actives have a fitted effect of over 55% in size
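Treated cells incubate 48 hr (37 C, 5% CO2), are stained 40 min with Hoechst, and nuclear fluorescence is enumerated; a rise in nuclei with high DNA signal marks re-replication.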
GLP-1R agonist: qHTS of GLP-1 Receptor Agonists. Glucagon-like peptide 1 receptor (Homo sapiens), P43220. HEK293 GLP-1R CRE-luciferase, luminescence, 4-6 h; cells express a hypersensitive GLP-1R form. Potency, µM (highest dose often 45.6 µM), for inactives: at the highest dose activation, usual class: activators. 0.007% of 380,000 active; further: potency means the concentration at half of the fitted maximal effect; % of control where 0% means no effect
Target sequence (P43220 whole entry, looked up): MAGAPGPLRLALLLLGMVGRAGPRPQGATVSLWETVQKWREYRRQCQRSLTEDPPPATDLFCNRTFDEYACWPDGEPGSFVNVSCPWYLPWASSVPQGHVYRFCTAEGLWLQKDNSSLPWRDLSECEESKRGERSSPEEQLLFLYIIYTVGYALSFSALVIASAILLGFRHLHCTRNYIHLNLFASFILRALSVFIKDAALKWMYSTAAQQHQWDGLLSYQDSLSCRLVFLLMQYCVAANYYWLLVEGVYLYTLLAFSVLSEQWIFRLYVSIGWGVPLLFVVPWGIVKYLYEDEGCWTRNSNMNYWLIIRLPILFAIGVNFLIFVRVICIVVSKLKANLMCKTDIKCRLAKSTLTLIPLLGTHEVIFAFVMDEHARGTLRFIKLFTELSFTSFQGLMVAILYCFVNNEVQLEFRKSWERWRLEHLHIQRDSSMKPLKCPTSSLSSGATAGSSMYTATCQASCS
KB-3-1 tox: qHTS assay for MDR1-selective chemotherapeutics: Primary screen using the parental adenocarcinoma cell KB-3-1; KB-3-1 viability, CellTiter-Glo ATP luminescence, 72 h; Potency, µM (highest dose often 46.1 µM), without a hit: at the highest dose activity change, negative = cytotoxic, actives largely listed as cytotoxic; 1.4% of 400,000 active; AID 1347075, 2019; further: potency means the concentration at half of the fitted maximal effect; on the % scale 0 is the no-effect control and ±100 the full control effect; nearly all actives have a fitted effect of over 60% in size
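KB-3-1 parental drug-naive adenocarcinoma cells in DMEM/10% FBS, incubated 72 h at 37 C with pin-transferred compounds across a concentration series. Viability by CellTiter-Glo luminescence; concentration-response curves fitted after normalization.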
DRD3 antagonist: qHTS of D3 Dopamine Receptor Antagonist: qHTS; D(3) dopamine receptor (Homo sapiens), P35462; 2.5% of 360,000 active; max response, negative = inhibition, %; D3R cells, DiscoveRx beta-arrestin luminescence, antagonist mode; active compounds read low; AID 652054, 2013; in the data active means max response below about -50%; inconclusive means no clear call, values can overlap the other calls; further: on the % scale 0 is the no-effect control and ±100 the full control effect; mostly tested at two doses, the higher about 12 µM
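Cells expressing the human receptor were seeded at 1500 cells/well, incubated overnight at 37 degrees C in 5% CO2, then exposed to library compounds with dopamine controls for 90 minutes at 37 degrees C before luminescent detection.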
HT1080NT lethal: qHTS for induction of synthetic lethality in tumor cells producing 2HG: qHTS for the HT-1080-NT fibrosarcoma cell line | HT-1080-NT fibrosarcoma viability, CellTiter-Glo ATP luminescence, 48 h | Potency, µM (series often up to 46.1 µM), without a hit: at the top dose activity, negative = less viability, hits mostly cytotoxic | 1.6% of 360,000 active | AID 686970, 2013;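 further: NT is the 2HG producing partner of a matched IDH1 knockdown line; potency means the concentration at half of the fitted maximal effect; 0% = DMSO-treated cells and -100% = media-only wells without cells; nearly all actives have a fitted effect of over 55% in size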
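HT-1080-NT; 750 cells/well; 5% FBS RPMI; 48 h compound, 37 degrees C; CellTiter-Glo luminescence; curve fitting and curve-class assignment.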
Active calls of the source: *; ? = inconclusive; / = not tested or not shown; [ ] = remark or other dose. Unless noted, the call rests on the fitted dose curve; in most records, active means well fitted curve in the direction sought with a large enough effect; inconclusive means small, poorly fitted or top-dose-only effect, or another doubt; inactive means no such curve, though single readings can be large; an effect the other way counts as inactive or inconclusive.

SMILES | HT1080 IDH1KD tx | IL-1B inflam inh | KB-V1 cytotox | D3 ag | SW480 rerep | GLP-1R agonist | KB-3-1 tox | DRD3 antagonist | HT1080NT lethal
CCn1c(C)c(C)c2cc(C(=O)NCCCN3CCOCC3)ccc21 | 8% | -3 | -8% | -6 | 11% | 5% | 1% | 4 | 4%
Cc1ccc(C(CNS(=O)(=O)c2ccc(Br)cc2)N2CCN(C)CC2)cc1 (centres undefined) | -14% | -14 | 10% | -15 | -1% | -1% | -6% | -11 | -4%
COc1ccc(CC(NC(C)=O)C(=O)NC2CCN(C(=O)NCc3ccccc3)CC2)cc1 (centres undefined) | 0% | 4 | 10% | 3 | -1% | 1% | 4% | -18 | 5%
CCC(=O)N1CCC(C)(C(=O)NCc2cccc(OC)c2)C1 (centres undefined) | 13% | -2 | 2% | 3 | / | 5% | 0% | -2 | 18%
CCOC(=O)N1CCN(C(=O)c2oc3ccc(S(=O)(=O)N4CC(C)CC(C)C4)cc3c2C)CC1 (centres undefined) | -17% | ? | ? | 3 | 0% | 3% | -21% | 7 | -20%
O=C(CSc1nnc2ccccn12)NCc1cccs1 | 5% | 14 | -5% | -7 | -6% | 2% | 20% | 23 | 11%
CCn1c(=O)cc(N2CCC3(CC2)OCCO3)[nH]c1=O | -4% | 12 | -15% | -6 | -6% | 3% | 0% | -23 | 1%
CC(C)c1nc(CN2CCCCC2)cc(=O)[nH]1 | 17% | -9 | -3% | -1 | 2% | 15% | -4% | 6 | 23%
CS(=O)(=O)N(CCCC(=O)N1CCCCCC1)c1cccc(Cl)c1 | 1% | -7 | ? | -2 | -3% | 7% | 5% | 2 | -2%
O=C(COC(=O)c1ccccc1NC(=O)c1ccco1)NC1CC1 | 1% | 12 | 6% | 0 | -183%[1.84 µM] | 18% | 21% | 1 | 2%
O=C(O)C(Cc1ccccc1)n1cnnn1 (centres undefined) | 8% | -2 | 12% | -3 | -6% | -6% | 17% | 10 | 6%
COc1cccc(C2=Nc3cccc4cccc(c34)N2)c1 | 0% | 1 | -4% | 8 | -4% | -1% | 4% | -4 | -1%
COc1ccccc1-c1cccc([C@@H]2C[C@H]3[C@H](CON3C)CN2C(C)=O)c1 | 7% | 5 | 11% | -8 | 17%[9.22 µM] | 0% | 5% | 0 | 11%
COc1ccccc1OCCC(=O)OCC(=O)Nc1ccc(S(=O)(=O)N2CCOCC2)cc1 | -2% | -10 | 10% | 7 | -2% | 1% | 0% | 4 | -1%
COc1ccc(-c2nc3sc(CCNC(=O)c4cc(OC)c(OC)c(OC)c4)c(C)n3n2)cc1 | / | / | -3% | -4 | / | 1% | -10% | / | /
CCN1CCN(c2ccc(NC(=O)c3ccc(Br)o3)cc2)CC1 | -5% | -6 | 1% | -2 | -20% | -2% | -7% | 0 | -5%
CCC(C)n1[nH]c(=O)cc1N (centres undefined) | -8% | -22 | -11% | -3 | -2% | 0% | -1% | 12 | 26%
Cc1nn(C)c(C)c1NC(=O)CSc1nnc(C)n1-c1ccccc1 | 0% | 6 | 9% | 0 | -4% | 2% | -9% | -8 | 6%
COc1ccc2c(c1)c1c(c(=O)n(-c3ccccc3C)c(=O)n1CC(=O)NCc1ccc(C)cc1)n2C | / | / | 4% | -15 | / | 1% | -5% | / | /
COc1ccc(CC2C(=O)OC(C)(C)OC2=O)cc1 | 3% | -19 | 15% | -2 | 1% | -7% | -2% | -3 | 8%
COc1cc(C(=O)NNC(=S)NC(=O)c2ccccc2C)cc(OC)c1OC | ? | -2 | ? | 6 | 18% | -4% | ? | 9 | -24%
CC(=O)Nc1ccc(S(=O)(=O)NNC(=O)NC23CC4CC(CC(C4)C2)C3)cc1 | -18% | 14 | -7% | -7 | 6% | -2% | 1% | -2 | -7%
Cc1ccc(C)c(C(=O)CSc2nnnn2C(C)C)c1 | 4% | 5 | -23% | -3 | -3% | 0% | 3% | -1 | 15%
COC(=O)c1c(C)[nH]c(C=Nc2ccc(OC)cc2)c1C | ? | 42 | 13% | 3 | 26% | 29% | 1% | -23 | ?
CC(NC(=O)/C=C/c1cnc2ccccc2n1)C12CC3CC(CC(C3)C1)C2 (centres undefined) | 0% | -13 | ? | -5 | 17% | -2% | 3% | -13 | -6%
O=C(NCc1ccccc1)c1ccc(NC(=O)C2CC2)cc1 | 17% | -3 | -18% | -1 | -55%[9.22 µM] | 3% | 8% | 10 | 16%
O=C(/C=C/Nc1ccccc1O)c1ccco1 | -5% | 4 | 3% | -5 | -3% | 5% | -2% | -18 | -8%
CCCN1CCC(NC(=O)Nc2cccc3ccccc23)CC1 | 2% | -19 | -2% | 0 | 3% | -6% | 2% | -14 | -3%
O=C(Cn1cnc([N+](=O)[O-])n1)N/N=C/c1cccc(Cl)c1 | -4% | 21 | -1% | 1 | ? | -3% | -4% | -1 | -4%
Cc1ccc(Cl)cc1N1CCN(C(=O)c2cccc3c(=O)c(C)c(-c4ccccc4)oc23)CC1 | ? | 15 | ? | 2 | -3% | 6% | -28% | 7 | ?
CCCCCNC(=O)C(c1cc2ccccc2o1)n1c(=O)c(-c2ccco2)nc2ccccc21 (centres undefined) | -14% | 34 | -17% | -7 | / | / | -2% | 9 | 2%
CC(C)Cn1c(SCC(=O)NC(=O)Nc2ccc3c(c2)OCCO3)nc2ccccc2c1=O | 28% | -7 | ? | 7 | -1% | -3% | 3% | 22 | 3%
O=C(COC(=O)C1CC2CCCC(C1)C2=O)Nc1cccc(F)c1 (centres undefined) | -3% | 10 | -2% | -9 | -3% | 8% | 5% | -17 | -4%
O=C(OCC(=O)N1CCCC1)c1c2c(nc3ccccc13)CCCCC2 | 0% | 47 | 2% | 4 | 23% | 24% | ? | 33 | -6%
CCn1c(=S)sc2c(=O)n(CC(=O)Nc3ccc(C(C)=O)cc3)c(C)nc21 | 19% | 1 | -23% | -13 | -10% | -5% | -6% | -1 | 6%
OCC[C@@H]1C[C@H](O)[C@@H](O)[C@]2(Cc3ccccc3CCO2)O1 | 11% | 3 | 0% | -8 | -13% | -4% | 13% | 0 | 25%
CCOC(=O)c1cccc(N2C(=O)c3ccccc3S2(=O)=O)c1 | 2% | -3 | 1% | 4 | -1% | 4% | 3% | ? | -1%
CC1(OC(=O)CCc2ccccc2)C(=O)C=C2C=C3CCCN3C=C2C1=O (centres undefined) | 3% | 24 | 27% | 13 | 10% | -4% | 8% | -14 | -1%
COc1ccc(NC(=O)CS(=O)CC(=O)N2CCN(C3CCCC3)CC2)cc1 (centres undefined) | 26% | 4 | -26% | -6 | -2% | 5% | 1% | 2 | 22%
CCCCOc1nc(N)nc(-c2ccccc2)n1 | -2% | -5 | -13% | 1 | -13% | 0% | 15% | -12 | 0%
Cc1c(N2C(=O)C3C4C=CC(C5CC45)C3C2=O)c(=O)n(-c2ccccc2)n1C (centres undefined) | 17% | 8 | -15% | 8 | -8% | 10% | -9% | -23 | 16%
O=C(c1cc(COc2cccc(C(F)(F)F)c2)on1)N1CCC(c2ccncc2)CC1 | -25% | ? | -26% | 18 | ? | 16% | ? | 8 | -8%
O=Cc1ccc(C(=O)OCC(=O)N2CCCC2)cc1 | 1% | -6 | -4% | 0 | -4% | 5% | -5% | 3 | -3%
COC(=O)C1CCN(C(=O)C2CCCCC2)CC1 | 14% | 2 | 12% | -3 | -5% | -9% | -5% | -9 | 19%
CCCCC(CC)C1OCC(C[N+]2(C)CCOCC2)O1 (centres undefined) | 3% | -11 | ? | -6 | 1% | -2% | 5% | -17 | 0%
COC(=O)CCN(C(=O)C1C2CC3CC(C2)CC1C3)c1ccccn1 (centres undefined) | -1% | 22 | -18% | 1 | 1% | 1% | -4% | 19 | 5%
COc1ccc(C(=O)COC(=O)COc2cc(C)cc(C)c2)cc1 | -2% | 16 | 6% | 0 | 4% | -1% | 17% | -2 | 2%
COC(=O)c1ccc(Sc2ccc(C)cc2)c(N)c1 | 5% | -9 | 3% | -3 | 0% | 22% | 9% | -15 | 13%
Cc1ccc2nc(-c3cccc(Br)c3)cc(C(=O)NC3=NCCS3)c2c1 | -7% | -14 | -31% | 1 | 3% | -4% | -2% | 10 | -15%
O=C(CC12CC3CC(CC(C3)C1)C2)NCC(=O)N1CCCC1 | 0% | 42 | -2% | -3 | 1% | 8% | 7% | 27 | 3%
O=C(Nc1cc(Cl)ccc1N1CCOCC1)c1ccncc1 | 1% | 7 | 0% | -5 | 7% | 0% | 0% | -25 | -6%[9.24 µM]
CC(C)c1ccc(N(C(=O)c2ccco2)C(C(=O)NC2CCCC2)c2cccnc2)cc1 (centres undefined) | -2% | 9 | ? | 3 | -3% | 14% | -12% | -2 | -12%
NC(=O)c1nsc(C(=O)N(CCc2ccccc2)C(C(=O)NC2CCCC2)c2ccco2)c1N (centres undefined) | -2% | -3 | -23% | 8 | -1% | -3% | -5% | 11 | 5%
Nc1ccc(N2CCCCC2)c(Cl)c1 | 3% | 0 | 12% | 5 | -9% | 14% | 3% | 11 | -1%
Cc1nn(C(C)(C)C)c(N)c1-c1ccccc1 | 8% | 9 | 9% | 10 | 0% | -2% | 1% | 0 | 6%
Cc1ccnc(NS(=O)(=O)c2ccc(NC(=O)/C=C/c3ccccc3)cc2)n1 | -9% | 84 | -20% | -6 | 1% | 13% | -4% | -18 | 0%
CC(=O)N(C(C)=O)n1c(/C=C/c2ccc([N+](=O)[O-])cc2)nc2ccccc2c1=O | ? | -12 | -16% | -1 | ? | 7% | 0% | -19 | ?

High-throughput results deposited in PubChem by National Center for Advancing Translational Sciences (NCATS).

Outcome played no part in choosing rows; 12% or so of the library scored in one or more.
